# HTRA1 inhibitor: HTRA1 (human) protease inhibition | inhibition, % at 5.96 µM | recombinant HTRA1, FP-rhodamine activity-based probe, fluorescence polarization | 340,000 compounds, 0.5% hits | Q92743; in the data active = inhibition above about 36%;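 note: 0% = enzyme with DMSO and 100% = wells lacking enzyme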
# Target sequence (Q92743 whole entry, looked up): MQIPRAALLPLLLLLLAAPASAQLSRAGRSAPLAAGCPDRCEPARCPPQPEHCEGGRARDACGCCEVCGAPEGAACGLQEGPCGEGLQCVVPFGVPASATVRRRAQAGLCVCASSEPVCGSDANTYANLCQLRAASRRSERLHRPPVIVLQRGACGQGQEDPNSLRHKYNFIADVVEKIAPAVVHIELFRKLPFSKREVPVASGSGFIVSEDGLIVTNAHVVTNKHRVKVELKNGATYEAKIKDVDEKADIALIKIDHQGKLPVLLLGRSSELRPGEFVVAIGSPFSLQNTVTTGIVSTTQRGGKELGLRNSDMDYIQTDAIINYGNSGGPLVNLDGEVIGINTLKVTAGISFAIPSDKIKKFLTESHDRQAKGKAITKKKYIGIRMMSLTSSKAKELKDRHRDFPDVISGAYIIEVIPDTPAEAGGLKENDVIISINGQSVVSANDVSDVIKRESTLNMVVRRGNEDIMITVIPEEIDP
# SIAE inh: blocks human sialic acid acetylesterase; SIAE FP-Rh probe binding, fluorescence polarization; inhibition, % at 9.66 µM; 370,000 compounds, 0.69% hits; AID 1053197;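 active = inhibition above a cutoff: mean of compounds within the control limits plus 3 SD of those, cut at about 17% in these data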;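 note: 0% = plate median of compound wells and 100% = probe without SIAE protein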
# Target sequence (Q9HAT2 whole entry, looked up): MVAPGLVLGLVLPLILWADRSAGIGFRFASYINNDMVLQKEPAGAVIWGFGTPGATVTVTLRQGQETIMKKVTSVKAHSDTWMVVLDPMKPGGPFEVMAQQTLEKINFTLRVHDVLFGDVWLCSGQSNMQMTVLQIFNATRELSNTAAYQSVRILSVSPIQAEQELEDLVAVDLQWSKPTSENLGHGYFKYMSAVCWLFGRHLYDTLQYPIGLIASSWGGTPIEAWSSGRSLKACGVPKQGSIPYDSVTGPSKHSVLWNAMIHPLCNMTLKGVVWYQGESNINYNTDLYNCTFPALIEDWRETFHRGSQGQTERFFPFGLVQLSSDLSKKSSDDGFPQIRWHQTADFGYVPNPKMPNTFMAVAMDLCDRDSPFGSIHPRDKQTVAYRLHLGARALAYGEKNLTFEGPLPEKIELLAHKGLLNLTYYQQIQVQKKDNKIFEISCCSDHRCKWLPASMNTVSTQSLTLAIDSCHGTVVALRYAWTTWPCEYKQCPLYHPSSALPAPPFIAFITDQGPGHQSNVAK
# LEDGF integ inh: blocks HIV-1 LEDGF/p75-dependent DNA integration; AID 743269; 370,000 compounds, 0.64% hits; inhibition, % at 3.7 µM; TR-FRET IN-LEDGF/p75 DNA integration, Eu/Cy5;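 active = inhibition above the screen-wide mean plus 3 SD, cut at about 13% in these data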;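 note: signal is the Cy5 over europium emission ratio at 671 and 618 nm; 0% = plate median of compound wells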
# UHRF1 binding: human UHRF1 methylated DNA binding inhibitors. Q96T88. 370,000 compounds, 0.75% hits. inhibition, % at 4.4 µM. UHRF1 binding to methylated oligo, TR-FRET; in the data active = inhibition above about 21%;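 note: UHRF1 SRA domain binding a hemimethylated CpG hairpin DNA probe; 0% = median of test compound wells and 100% = reference inhibitor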
# TCR CD3 inh: inhibitors of human TCR-CD3 interaction | 360,000 compounds, 0.37% hits | TAMRA-labeled TCR probe fluorescence, biochemical | AID 651800 | inhibition, % at 9.4 µM; in the data active = inhibition above about 19%;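 note: recombinant mutant TCR 2C K166C tagged with TAMRA read by polarization; 0% = receptor in buffer alone and 100% = receptor with positive control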
# PRMT1 FP inh: PRMT1 (human) inhibition, primary screen; Q99873; recombinant PRMT1, activity-based probe fluorescence polarization; inhibition, % at 2.79 µM; 370,000 compounds, 1.3% hits;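 active = inhibition above about 21% made by adding two undisclosed values, limit read from the data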
# ABHD4 inh: inhibitors of mouse ABHD4; purified mABHD4, FP-Rh probe fluorescence polarization; inhibition, % at 8.92 µM; Q8VD66; AID 720543; 370,000 compounds, 0.54% hits;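 active = inhibition exceeding the mean over every tested compound plus 3 SD, cut at about 30% in these data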;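 note: 0% = plate median of compound wells and 100% = S159A mutant with DMSO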
#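 Assay system: mABHD4 protein; medium: HEPES pH 7.0, NaCl, Pluronic buffer; dosing: 8.92 µM, single dose; schedule: 45 min + 60 min at 25 °C; signal: FP readout, ex 525 nm / em 598 nm; read-out: normalized percent inhibition of probe labeling; repeats: single replicate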
# TDP2 absorb: TDP2 (human) inhibition, absorbance primary screen; O95551; recombinant TDP2, T5PNP hydrolysis, p-nitrophenol absorbance 415 nm; inhibition, % at 12.8 µM; 370,000 compounds, 0.34% hits; AID 720702;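 active = inhibition above the mean of all tested compounds plus 3 SD, set per campaign, cut at about 25% in these data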;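 note: 0% = DMSO with enzyme and 100% = buffer with substrate but no TDP2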
#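 Assay system: recombinant human TDP2 / Reagent: T5PNP substrate at 5 mM, a TopII-DNA adduct mimic / Measured by: epi absorbance from released p-nitrophenol / Evaluation: % inhibition relative to enzyme-containing and enzyme-free wells / Control set: enzyme-free and DMSO wells / Replicates: each compound tested once, singlicate / Schedule: enzyme reaction with compound for 2 h at 37 °C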
# PG9 Ab binder: binds the HIV-1 gp120 antibody PG9 | inhibition, % at 6.7 µM | 360,000 compounds, 0.43% hits | TR-FRET gp120-PG9 antibody binding; in the data active = inhibition above about 8.5%
# Tn7 DDE FP: disrupts Tn7 cyclic peptide binding to fibrin D-Dimer-E complex; FP displacement of FITC-Tn7 peptide from fibrin DD(E); 0% = median of compound wells per plate; 370,000 compounds, 0.13% hits; AID 720508; P02675; inhibition, % at 8.3 µM;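 active = inhibition above the mean of compounds falling within the control limits plus 3 SD of them, cut at about 14% in these data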;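 note: 0% = plate median of compound wells and 100% = 10 µM Aha-Tn7 peptide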
#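 System: human fibrin DD(E); quantity: Fibrin-DD(E) at 2 µM final; also added: fluorescent Tn7 probe at 0.1 µM; compound dosing: single nominal test concentration of 8.3 µM per compound; schedule: 10 min preincubation, 3 h with tracer, room temperature; detection: fluorescence polarization of the labelled Tn7 tracer; repeats: one replicate per compound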
# An asterisk follows results filed as active; x = no result given.
(1) C[C@]12CCC3c4ccc(O)cc4CCC3C1CC/C2=N\N (some centres undefined)
(2) COc1cccc(CNC(=O)CSCC(=O)Nc2cc(C)on2)c1
(3) COc1cccc(OC)c1C(=O)Nc1ccc(C(=O)NCc2ccccc2)cc1
(4) CC(C)CC(=O)N1CCN(S(=O)(=O)c2ccccc2)CC1
(5) Cc1ccc(-n2ncc3c(=O)n(CC(N)=O)cnc32)cc1C
(6) O=C(COc1ccc(F)cc1)NCCCn1ccnc1
(7) O=C(N/C(=C/c1cccnc1)C(=O)N1CCOCC1)c1ccccc1Cl
(8) CC(NS(=O)(=O)c1ccc(CCC(=O)NCc2ccco2)cc1)c1ccccc1 (centres undefined)

assay / entry,1,2,3,4,5,6,7,8
HTRA1 inhibitor,-2,-3,6,-2,11,-1,-1,6
SIAE inh,-1,-8,-4,1,5,6,-9,5
LEDGF integ inh,-3,4,-2,-4,2,1,-2,0
UHRF1 binding,2,-1,-2,4,0,0,-1,1
TCR CD3 inh,-11,-1,-1,-5,10,-1,1,-3
PRMT1 FP inh,0,-3,0,6,-1,-4,1,-5
ABHD4 inh,-2,-1,0,1,1,4,0,7
TDP2 absorb,5,5,-17,-5,-6,-16,3,6
PG9 Ab binder,-0.3,-0.2,9.6*,-0.3,-1.3,-0.8,0.6,-0.5
Tn7 DDE FP,-4,-5,4,0,-3,0,-2,-5

(9) C=CS(=O)(=O)N(Cc1nnn(Cc2ccccc2)c1Br)[C@@H](CC(C)C)C(=O)OC
(10) O=C(COC(=O)C1=COCCO1)Nc1cc(C(F)(F)F)ccc1Cl
(11) Cn1c(N)c(C(=O)COC(=O)/C=C/c2cccc(Cl)c2)c(=O)n(C)c1=O
(12) COc1ccc(CN2CCN(Cc3c[nH]c4ccccc34)CC2)c(OC)c1
(13) CN(C)c1ccc(C2Nc3ccccc3C(=O)N2CCCN2CCOCC2)cc1 (centres undefined)
(14) COc1ccccc1CN(C)CC(=O)Nc1ccc(Cl)cc1C(F)(F)F
(15) CCc1cc2c(=O)[nH]c(N3CCOCC3)nc2s1
(16) O=C(O)c1cc2c(=O)c3ccccc3oc2nc1C(F)(F)F

assay / entry,9,10,11,12,13,14,15,16
HTRA1 inhibitor,x,-5,-9,3,6,-16,2,6
SIAE inh,0,-3,0,7,-1,7,2,-6
LEDGF integ inh,4,2,0,1,6,-1,1,-3
UHRF1 binding,2,-2,2,1,0,-2,-1,-2
TCR CD3 inh,x,0,0,-2,-1,-2,-2,-2
PRMT1 FP inh,1,-3,0,4,-6,-1,1,3
ABHD4 inh,-1,2,-2,33*,-12,1,6,1
TDP2 absorb,8,2,-1,0,-11,-3,13,-4
PG9 Ab binder,x,-3.5,3.0,-0.6,-3.2,-3.1,1.4,-2.2
Tn7 DDE FP,3,-11,-1,1,-9,-9,-5,-2

# The closing 4 compounds of the part above come first, to join the parts.
(13) CN(C)c1ccc(C2Nc3ccccc3C(=O)N2CCCN2CCOCC2)cc1 (centres undefined)
(14) COc1ccccc1CN(C)CC(=O)Nc1ccc(Cl)cc1C(F)(F)F
(15) CCc1cc2c(=O)[nH]c(N3CCOCC3)nc2s1
(16) O=C(O)c1cc2c(=O)c3ccccc3oc2nc1C(F)(F)F
(17) OCCC1CN(Cc2cccn2-c2cccnc2)CCN1C1CCCC1 (centres undefined)
(18) COC(=O)c1sc(N)c(C(=O)OC)c1CSc1nc2sc3c(c2c(=O)n1C)CCC3
(19) COCCCn1c2nc3ccccc3nc2c2c(=O)n(-c3ccccc3OC)cnc21
(20) O=C(Oc1ccc2c(c1)OCO2)c1ccc(Br)c(S(=O)(=O)N2CCOCC2)c1
(21) Cc1cc(NC(=O)C(C)SCC(=O)OCC(=O)N(C)c2ccccc2)no1 (centres undefined)
(22) COC(=O)c1cc(-c2cccc(C(C)C)c2)c(=O)n2c1CCC2
(23) CC(C)(C)C(=O)Nc1ccc(N2CCN(S(C)(=O)=O)CC2)cc1
(24) CCN1CCN(c2ccc(S(=O)(=O)N3CCOCC3)cc2NC(=O)c2ccc(Cl)cc2Cl)CC1

assay / entry,13,14,15,16,17,18,19,20,21,22,23,24
HTRA1 inhibitor,6,-16,2,6,3,-9,5,0,3,x,2,-15
SIAE inh,-1,7,2,-6,3,3,0,0,5,-3,-2,-6
LEDGF integ inh,6,-1,1,-3,3,2,0,2,1,3,-5,4
UHRF1 binding,0,-2,-1,-2,0,4,-1,-2,-1,0,1,-1
TCR CD3 inh,-1,-2,-2,-2,1,-8,1,3,1,x,12,0
PRMT1 FP inh,-6,-1,1,3,1,-2,2,0,1,-7,-3,-1
ABHD4 inh,-12,1,6,1,-4,-5,3,-3,-2,-6,-4,3
TDP2 absorb,-11,-3,13,-4,6,-17,10,-3,1,-12,-6,-2
PG9 Ab binder,-3.2,-3.1,1.4,-2.2,1.3,-1.2,-1.8,-3.5,0.4,x,-0.3,-0.8
Tn7 DDE FP,-9,-9,-5,-2,0,-4,3,-1,1,1,4,-3

(25) Cc1cccc(C(=O)OCC(=O)Nc2c(C)nn(-c3ccccc3)c2C)c1O
(26) c1ccc2c(c1)CCN(c1nc3ccccc3n3cnnc13)C2
(27) CCOC(=O)c1cc(S(=O)(=O)N2CCOCC2)cn1C
(28) COc1ccc(OCCNC2CCCC2)cc1
(29) Cc1cc2nn(-c3ccc(F)cc3)nc2cc1N
(30) O=C(CCCCCNC(=O)N1CCn2c1nc1ccccc12)NCc1ccc(Cl)cc1
(31) O=C(c1cc(-c2ccc(Cl)cc2)on1)N1CCCC1
(32) Cc1nc(NC(=S)NC(=O)c2cccs2)sc1C(=O)N(C)C

assay / entry,25,26,27,28,29,30,31,32
HTRA1 inhibitor,-5,-21,3,6,7,-11,16,4
SIAE inh,0,18*,2,0,10,3,1,2
LEDGF integ inh,-1,2,5,2,1,0,-2,-1
UHRF1 binding,-2,0,3,11,1,-1,-1,0
TCR CD3 inh,-1,2,8,0,0,-8,-7,-2
PRMT1 FP inh,-1,5,0,0,1,-2,0,0
ABHD4 inh,-4,-3,2,2,-5,-12,2,-2
TDP2 absorb,1,7,5,-4,-6,-1,8,4
PG9 Ab binder,0.1,-1.0,0.8,-2.9,-2.4,2.2,-0.3,-1.2
Tn7 DDE FP,3,-1,-10,-1,1,1,-2,-6

# Next section (two carried over from the part before).
(31) O=C(c1cc(-c2ccc(Cl)cc2)on1)N1CCCC1
(32) Cc1nc(NC(=S)NC(=O)c2cccs2)sc1C(=O)N(C)C
(33) O=C(Nc1nccs1)C1CC=CCC1 (centres undefined)
(34) O=c1cc(-c2ccc(O)c(O)c2)oc2ccc3ccccc3c12
(35) CC1(C)Cc2cccc(OCC(=O)Nc3ccccc3N3CCOCC3)c2O1
(36) CCN1CC(CN(C)Cc2nc(Cc3ccccc3)no2)CC1=O (centres undefined)
(37) CC(=O)NCCc1nc2ccccc2[nH]1
(38) COc1cc2c(cc1OC)CN(C(=O)CCCOc1ccc(Cl)cc1Cl)CC2
(39) CC/C(Cc1ccccc1)=N/NC(=O)CNC(=O)c1ccc(Cl)cc1Cl
(40) C#CCOc1ccc2c(C)cc(=O)oc2c1

assay / entry,31,32,33,34,35,36,37,38,39,40
HTRA1 inhibitor,16,4,-10,69*,7,1,3,-17,-7,6
SIAE inh,1,2,3,4,-12,4,4,-8,-1,-7
LEDGF integ inh,-2,-1,-9,-4,5,-3,1,1,7,-2
UHRF1 binding,-1,0,3,-1,4,1,-1,-3,-2,5
TCR CD3 inh,-7,-2,-1,56*,-8,9,4,6,-7,-1
PRMT1 FP inh,0,0,3,5,5,3,-4,0,-6,3
ABHD4 inh,2,-2,6,23,-10,5,-3,0,-10,2
TDP2 absorb,8,4,-15,2,-13,1,7,-5,-22,5
PG9 Ab binder,-0.3,-1.2,-0.3,0.9,1.4,-0.2,1.3,-3.1,1.9,-0.5
Tn7 DDE FP,-2,-6,-4,4,0,6,-2,-9,-2,1

(41) Cc1ccc(NC(=O)c2cc(-c3ccccc3)nn2-c2ccccc2)cc1
(42) O=C(CC1CCOCC1)Nc1ccc(Cl)c(Cl)c1
(43) O=C(CCCN1C(=O)CCC1=O)Nc1ccc(Cl)c(C(F)(F)F)c1
(44) COc1ccc(NC(=O)CSc2ccc3nnc(CCNC(=O)c4ccccc4)n3n2)cc1OC
(45) COc1ccccc1C(=O)Nc1ccc(C)c(S(=O)(=O)N2CCCCC2)c1
(46) CCCCN(C)CCC(=O)Nc1ccc2c(c1)CCC2
(47) Cc1ccc2nc(SCC(=O)N3CCCCCC3)nc(=O)n2c1
(48) Cc1noc(C(=O)NCc2ccccc2)c1Cl

assay / entry,41,42,43,44,45,46,47,48
HTRA1 inhibitor,-50,-1,-3,3,-16,4,-1,2
SIAE inh,-7,3,6,3,-3,2,1,-5
LEDGF integ inh,1,1,1,1,-2,-2,2,-4
UHRF1 binding,-1,1,-2,-2,0,0,0,-1
TCR CD3 inh,6,-2,6,4,17,-4,1,1
PRMT1 FP inh,1,-3,-4,0,0,0,-3,2
ABHD4 inh,-18,-2,-2,0,-2,0,-2,2
TDP2 absorb,-17,0,10,-10,1,7,-5,3
PG9 Ab binder,-2.5,0.7,-1.5,0.3,-0.3,0.0,-1.4,0.2
Tn7 DDE FP,2,8,6,0,-2,8,-2,-3

(49) O=c1c(-c2cc3ccccc3[nH]2)nc2ccccc2n1C(CCc1ccccc1)c1nc2ccccc2[nH]1 (centres undefined)
(50) O=C(NC(=S)Nc1ccc(Br)cn1)c1cncc(Br)c1
(51) COc1ccc(C2N=C(c3ccccc3)NO2)cc1OC (centres undefined)
(52) CCN(CC)C(=O)CSc1nc2cccnc2n1-c1ccccc1OC
(53) CCOC(=O)/C(C#N)=C\c1cccnc1
(54) COC(=O)c1ccccc1C(=O)N1CCOCCN(C(=O)c2ccccc2C(=O)OC)CCOCC1
(55) CC(=O)N1c2ccc(S(=O)(=O)N(C)CC(=O)NCc3ccccc3)cc2CC1C (centres undefined)
(56) CCOC(=O)Cc1cc(=O)c2cc(C)ccc2[nH]1

assay / entry,49,50,51,52,53,54,55,56
HTRA1 inhibitor,x,2,-9,-3,2,2,3,4
SIAE inh,-33,-1,-5,-2,15,2,0,4
LEDGF integ inh,-2,2,-2,4,0,1,-2,4
UHRF1 binding,1,1,1,2,1,-4,-2,-2
TCR CD3 inh,0,10,3,0,10,12,7,5
PRMT1 FP inh,-3,1,1,0,-2,-4,-5,-6
ABHD4 inh,-22,-3,-2,1,-1,0,-5,0
TDP2 absorb,-6,-2,10,11,8,-2,-12,-4
PG9 Ab binder,4.0,-3.0,-2.8,1.1,-1.2,1.5,-2.1,-1.2
Tn7 DDE FP,-5,-8,5,4,4,6,0,-5
